Source: PubChem
GlmU inhibition: inhibition of mycobacterial GlmU enzyme – biochemical, glucosamine-1-phosphate acetyltransferase (AID 1376); inhibition, %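 (tested at 30 µM in the primary screen)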; hits with a dose series show IC50 in µM; 220,000 compounds, 0.25% hits; M. tuberculosis GlmU acetyltransferase enzyme assay; higher % means a stronger effect; in the data active = inhibition above about 13%;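 also: 0% = complete reaction with vehicle and 100% = reaction without substrate; strong numbers were not always called active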
Mtb RmlCD inh: M. tuberculosis RmlC/RmlD inhibition. RmlC+RmlD coupled enzyme assay, percent inhibition; primary screen in compound mixtures. inhibition, % at 3.6 µM. P9WH09+P9WH11. 160,000 compounds, 0.03% hits; in the data active = inhibition mostly above about 34%, no sharp cut-off; also: some results filed as inactive read as strong as hits
Target sequence (P9WH09 whole entry, looked up): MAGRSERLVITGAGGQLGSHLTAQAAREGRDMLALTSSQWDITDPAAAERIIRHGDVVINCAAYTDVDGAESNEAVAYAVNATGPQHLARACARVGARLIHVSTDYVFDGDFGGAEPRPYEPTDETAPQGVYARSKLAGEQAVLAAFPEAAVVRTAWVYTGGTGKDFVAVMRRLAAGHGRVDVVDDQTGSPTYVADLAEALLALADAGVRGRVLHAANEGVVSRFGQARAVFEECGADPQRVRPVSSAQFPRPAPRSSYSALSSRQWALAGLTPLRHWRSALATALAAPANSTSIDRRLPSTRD
Target sequence (P9WH11 whole entry, looked up): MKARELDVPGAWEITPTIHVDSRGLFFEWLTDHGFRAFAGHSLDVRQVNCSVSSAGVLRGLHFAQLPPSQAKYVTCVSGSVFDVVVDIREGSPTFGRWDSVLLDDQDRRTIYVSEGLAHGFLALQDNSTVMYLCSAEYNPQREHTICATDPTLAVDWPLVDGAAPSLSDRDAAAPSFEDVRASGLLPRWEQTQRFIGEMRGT
The depositor's hits bear a star; . = not tested or not shown; & = joins results of further samples. A portion of the library. The share of hits here may be higher or lower than overall.

SMILES	GlmU inhibition	Mtb RmlCD inh
O=C(NNC(=O)c1ccc(Cl)cc1Cl)Nc1ccccc1	-6.1%	.
Cc1ccc(Cn2ccc(=O)c(OCc3c(Cl)cccc3Cl)c2C)cc1	-1.6%	.
O=C(CN1CCN(C/C=C/c2ccccc2)CC1)NC(=O)NC1CCCCC1	6.4%	5
COc1ccccc1OCCCC(=O)NC(C)c1ccccc1 (stereo unspecified)	5.9%	.
CNC(=O)COC(=O)c1cc(-c2ccco2)nc2ccccc12	.	37*
COC(=O)C1=C(C)NC(=O)NC1C1CC=CCC1 (stereo unspecified)	-4.4%	7
COc1cc(OC)cc(-c2nn[nH]n2)c1	1.6%	2
C/C(Cc1ccccc1)=N\NC(=O)CNC(=O)/C=C\c1ccccc1	-8.0%	12
CCOC(=O)N/N=C(/C)c1ccc(N2C(=O)C3CCCCC3C2=O)cc1 (stereo unspecified)	-2.6%	41
O=C(NC1CCCCC1)c1cc(-c2ccccn2)nc2ccccc12	-3.3%	-10
CCOCCCNC(=O)C(NC(=O)c1ccccc1O)c1ccccc1 (stereo unspecified)	3.6%	.
C/C(=N\Nc1ccc(C(=O)O)cc1)c1ccc(S(=O)(=O)NCc2ccco2)cc1	.	4
O=C(CSc1nc2cc([N+](=O)[O-])ccc2n1-c1ccccc1)NCc1ccc2c(c1)OCO2	-6.6%	8
COc1ccc(OCC(=O)N2CCN(CC3CC4C=CC3C4)CC2)cc1 (stereo unspecified)	0.6%	4
CCCn1c(N2CCN(C(=O)N3CCCCC3)CC2)nc2ccccc21	-5.7%	-11
COC(=O)c1c(C)[nH]c(C(=O)/C=C/c2ccccc2Cl)c1C	2.1%	.
Cn1c(N)c(C(=O)/C=C/c2ccccc2)c(=O)[nH]c1=O	-2.9%	-2
CCCc1cc(=O)[nH]c(SCCOC(=O)c2ccccc2)n1	-2.4%	-5
CCC(C)NC(=O)CCn1c(-c2ccccc2)cc(C(C)=O)c1C (stereo unspecified)	4.9%	7
Cn1cc(P(=O)(N2CCOCC2)N2CCOCC2)cc1P(=S)(N1CCOCC1)N1CCOCC1	-2.8%	13
CCc1ccc2oc(-c3ccc(OC)cc3)cc(=Nc3cccc(C(=O)O)c3)c2c1	-1.9%	-10
CCOc1cc(N2CCOCC2)c(OCC)cc1NC(=O)CN1CCc2ccccc2C1	-4.3%	7
O=C1/C(=C/c2cccs2)Cc2ccccc21	0.6%	-5
Cc1cc(NC(=O)CN2CCN(C/C=C/c3ccccc3)CC2)c([N+](=O)[O-])cc1C	2.8%	-11
Cc1noc(C)c1C(=O)OCC(=O)NC(=O)NC12CC3CC(CC(C3)C1)C2	-1.4%	7
O=[N+]([O-])c1ccccc1NC1CCN(Cc2ccccc2)CC1	0.3%	21
CS(=O)(=O)N1CCc2cc(C(=O)N3CCOCC3)ccc21	2.0%	7
Cc1nn(-c2ccccc2)nc1-c1nnc(-c2ccc(C(F)(F)F)cc2)o1	2.9%	0
C[N+](C)(C)CCCCCC[N+](C)(C)C	3.2%	.
O=C(Nc1ccccc1)c1ccc2ccccc2n1	1.5%	7
O=C(/C=C/c1ccc2c(c1)OCO2)c1c(O)n(CCc2ccccc2)c(=O)[nH]c1=O	-1.8%	-13
COc1ccc(NC(=O)c2ccc(F)cc2)cc1S(=O)(=O)Nc1cc(C)ccc1Br	-1.2%	-14
COc1cc(/C=N\N=C2/SC(CC(=O)O)C(=O)N2c2ccc(O)cc2)ccc1O (stereo unspecified)	5.8%	-1
Cc1nn(-c2ccccc2)c(C)c1/C=N/n1c(-c2ccncc2)n[nH]c1=S	7.0%	-37
NC(=O)COC(=O)c1ccccc1Nc1ccc(SC(F)F)cc1	0.6%	0
CCc1ccc(Nc2ncc3c(n2)CC(C)(C)CC3=O)cc1	-5.8%	.
COc1cc(CN2CCSCC2)cc(OC)c1OC	8.6%	10
CC1CCCC(C)N1C(=O)c1cc(F)c(F)cc1Cl (stereo unspecified)	0.7%	7
Cc1ccc(S(=O)(=O)NCC(=O)NCC(=O)OCC(=O)NC(=O)NC(C)(C)C)cc1C	-0.3%	6
C/C(N)=C(/C#N)C(=O)CSc1nnc(-c2ccccc2)n1C	-5.1%	-10
COC(=O)c1ccc(NC(=O)CNC(=O)C2CCCCC2)c(C)c1	4.5%	.
CN(C)c1ccc(/C=C/c2ccc3c4ccccc4ccc3[n+]2-c2ccccc2)cc1	41%*	.
CC1(C)Cc2c(sc3c2C(=O)NC(c2cccnc2)N3)CO1 (stereo unspecified)	5.5%	.
O=C(O)c1n[nH]nc1-c1ccccc1	0.9%	8
COc1ccccc1CNC(=O)c1ccc2c(=O)n(CCCN3CCCC3=O)c(=S)[nH]c2c1	-2.3%	-18
CNS(=O)(=O)c1ccc(NC(=O)Nc2cccc(F)c2)cc1	-3.0%	.
Cc1nnsc1C(=O)N1CCN(c2ccc(C#N)cn2)CC1	-0.5%	0
CCOC(=O)C1CCCN(C(=S)Nc2cccc(Cl)c2C)C1 (stereo unspecified)	4.4%	0
CCCCn1c(SCn2nnc3ccccc3c2=O)nc2cc(S(N)(=O)=O)ccc21	4.2%	.
CCN(C(=O)c1cccc(F)c1)c1ccccc1C	3.9%	-9
c1csc(CN2CCN(Cc3cccs3)C2c2cccs2)c1	0.7%	.
COC(=O)N/N=C/c1ccc(OCCSc2ccc(Cl)cc2)c(OC)c1	5.0%	14
CCCOc1ccc(/C=N/NC(=S)Nc2ccccc2[N+](=O)[O-])c(O)c1	-3.5%	6
CN(c1cccc(NC(=O)CSc2ccc(Cl)cc2)c1)S(C)(=O)=O	1.0%	4
Cc1cc2c(C)nc(Cc3ccccc3)nc2o1	2.6%	.
COc1ccc(CCNC(=O)COC(=O)COc2ccc(Cl)cc2)cc1OC	-1.4%	-7
Cc1nnc(SCc2ccccc2F)n1NCc1cccs1	2.1%	.
N#Cc1cccc(C(c2nnnn2C2CCCC2)N2CCC(Cc3ccccc3)CC2)c1 (stereo unspecified)	1.5%	.
COc1cc(OC)c(OC)cc1/C=C1\Oc2cc(OS(C)(=O)=O)ccc2C1=O	-1.2%	10
NC1=NC(=O)C(CC(=O)Nc2ccc3c(c2)OCO3)S1 (stereo unspecified)	1.1%	.
(list continues)
SMILES	GlmU inhibition	Mtb RmlCD inh
CC(=O)c1cc(NC(=O)c2ccccc2)c(=O)oc1/C=C/N(C)C	1.3%	.
CCc1ccc2n(-c3ccc(OC)cc3)c([S-])c(C(=O)Nc3cc(C)cc(C)c3)[n+]2c1	3.5%	.
N[C@@H](CO)c1cn([C@@H](Cc2cc3ccccc3[nH]2)C(=O)N2CCNCC2)nn1	-0.1%	.
Cn1c(=O)c2c(nc(SCC(=O)NC3CCCCC3)n2C)n(C)c1=O	4.8%	.
Cc1cccc(NC(=S)N2CCCCCC2)c1	1.5%	-12
Cn1nc(-c2ccc(Cl)cc2)c2cc(C(=O)NC3CC3)sc21	-2.0%	6
Cc1ccc(SCC(=O)c2cc(C)c(OC(=S)N(C)C)c(C)c2)cc1	2.6%	.
COc1ccc(N2CCN(C(=O)NC34CC5CC(CC(C5)C3)C4)CC2)cc1	1.1%	12
O=C(Nc1ccccc1N1CCN(C(=O)c2ccc(Cl)cc2)CC1)c1ccc2c(c1)OCO2	1.1%	23
CC(c1cccnc1)N(CCN(C)C)C(=O)Nc1ccc(Cl)cc1 (stereo unspecified)	4.6%	.
Nc1ncc(Br)cc1S(=O)(=O)NCCC(=O)Nc1cccc(Cl)c1	-8.4%	-2
CCC(C)C(NC(=O)c1ccccc1NC(=O)c1ccco1)C(=O)NNC(=O)c1ccc(OC)cc1 (stereo unspecified)	1.3%	-9
O=C(Nc1ccccc1)C1=C[C@H](c2csc3ccccc23)C[C@H](OCCCCO)O1	-0.2%	.
O=C(NC1CCCCC1)c1cc2nc(-c3ccco3)cc(C(F)(F)F)n2n1	-4.9%	.
NC(=O)c1cccnc1Sc1ccc(Cl)cc1	-3.9%	-5
O=C(Cn1cnc2ccccc21)N/N=C/c1ccccn1	1.8%	.
COC(=O)C1CC(=O)N(CCc2c[nH]c3ccccc23)C1 (stereo unspecified)	0.8%	7
COc1ccc(CNC(=O)[C@H](C)[C@@H]2C[C@@]2(C)[C@@H](NC(=O)OCc2ccccc2)c2ccccc2)cc1OC	-0.4%	.
CCCNC(=O)C(NS(=O)(=O)c1ccc2c(c1)c(=O)n(C)c(=O)n2C)c1ccccc1 (stereo unspecified)	-0.8%	4
COC(=O)C1=C(C)OC(N)=C(C#N)C1c1ccc(OC)c(OC)c1OC (stereo unspecified)	-1.5%	.
COc1cc2cc(CN(Cc3cccs3)C(=S)Nc3ccc(C)cc3)c(=O)[nH]c2cc1OC	3.2%	1
CC(=O)Nc1nnc(-c2ccccn2)o1	-0.8%	-4
CCOCCCNC(=O)C1CC(=O)N(C2CCCC2)C1 (stereo unspecified)	1.4%	4
O=[N+]([O-])c1cc(/C=N/O)ccc1Sc1ccccc1	-2.0%	.
CCN(CC)S(=O)(=O)c1ccc(N2CCOCC2)c(NC(=O)c2cc(C)cc(C)c2)c1	-6.0%	37
Cn1cnnc1SCC(=O)N(Cc1ccc2c(c1)OCO2)C1(C(=O)NC2CCCCC2)CCCC1	2.5%	.
COc1ccc(C(=O)O/N=C(\N)Cc2ccc(Cl)c(Cl)c2)cc1OC	1.9%	.
Cc1cc(C)cc(CSCC(=O)NN=C2CCCCCC2)c1	1.0%	.
Cc1ccccc1C(OCC(O)CN1CCCCC1CCO)c1ccccc1 (stereo unspecified)	0.6%	22
CC(=O)Oc1cc2oc(=O)cc(C)c2cc1OC(C)=O	2.3%	.
Cc1ccc(C)c(NC(=O)c2cc(-c3cccnc3)nc3ccccc23)c1	5.8%	5
CCn1c(O)c(C=Nc2cc(Cl)ccc2Cl)c(=O)n(CC)c1=O	0.5%	.
Cc1cc(Cl)ccc1OCC(=O)NCC(=O)N/N=C/c1ccco1	6.3%	-8
CCN(CC)CCSc1nnc2c3cc(C)ccc3n(Cc3ccccc3)c2n1	-6.9%	5
Cc1ccc(-c2cc(C(=O)O)n[nH]2)o1	-1.4%	12
O=C1CC(NCc2ccncc2)C(=O)N1c1ccc(Cl)cc1 (stereo unspecified)	2.5%	.
Cc1ccccc1OCc1nnc(SC(C)C(=O)O)n1Cc1ccccc1 (stereo unspecified)	0.7%	.
Cc1cccc(C(=O)c2cccc(C)c2)c1	3.6%	.
Cc1cc(=O)oc2cc(OS(C)(=O)=O)ccc12	0.5%&1.1%	-6&5
Cc1cc(C)c(C(=O)/C=C/c2cccc3ccccc23)c(=O)[nH]1	2.1%	6
CCN1CCCC1CNC(=O)C(=O)Nc1ccc(OC)cc1 (stereo unspecified)	0.9%	5
COCCNC(=S)N1CCc2cc(OC)c(OC)cc2C1COc1cc(C)cc(C)c1 (stereo unspecified)	2.2%	11
COc1ccc(-n2c(CSc3nc(C)cc(C)n3)nnc2SCC(=O)Nc2nccs2)cc1	-5.8%	-5
COC(=O)c1ccc(C(=O)OC)c(NC(=S)N2CCCCC2C)c1 (stereo unspecified)	-1.1%	.
O=C(COc1ccccc1)NC(=S)Nc1ccc2c3c(cccc13)CC2	8.2%	.
Nc1ccc2nonc2c1[N+](=O)[O-]	2.7%	-15
C/C(=N/NC(=O)c1cccnc1)C1=C(O)CC(C)(C)CC1=O	-4.3%	-5
O=C(c1c[nH]c2ccccc12)N1CCN(c2ccccc2)CC1	2.5%	-10
O=C(Oc1ccc([N+](=O)[O-])cc1)c1ccc(Cl)c(S(=O)(=O)N2CCCCC2)c1	-2.8%	2
O=c1oc(-c2ccccc2)nc2sc3c(c12)CCCC3	-0.9%	-5
CCCCCCCCN1[C@@H](CC(=O)O)c2cc(C(F)(F)F)ccc2S1(=O)=O	-4.2%	.
Cc1ccccc1N1C(=O)NC(=O)/C(=C\c2ccc3c(c2)CCCN3Cc2ccccc2)C1=O	6.2%	5
CCN(CC)S(=O)(=O)c1cccc2cc(C(=O)O)c(O)cc12	-1.2%	.
COc1ccc(C(=O)O)cc1S(=O)(=O)NC(C)C	-4.0%	.
COc1ccc(-c2noc(CCC(=O)N3CCN(c4cccc(C(F)(F)F)c4)CC3)n2)cc1	3.4%	-1
COc1ccc(Nc2nc3ccc(C)cc3cc2C#N)c(OC)c1	3.6%	46
O=C(O)c1ccccc1N=Cc1c(O)n(-c2nccs2)c(=O)c2ccccc12	2.1%	7

Taken from above for reference:
SMILES	GlmU inhibition	Mtb RmlCD inh
CCN1CCCC1CNC(=O)C(=O)Nc1ccc(OC)cc1 (stereo unspecified)	0.9%	5
COCCNC(=S)N1CCc2cc(OC)c(OC)cc2C1COc1cc(C)cc(C)c1 (stereo unspecified)	2.2%	11
COc1ccc(-n2c(CSc3nc(C)cc(C)n3)nnc2SCC(=O)Nc2nccs2)cc1	-5.8%	-5
COC(=O)c1ccc(C(=O)OC)c(NC(=S)N2CCCCC2C)c1 (stereo unspecified)	-1.1%	.
O=C(COc1ccccc1)NC(=S)Nc1ccc2c3c(cccc13)CC2	8.2%	.
Nc1ccc2nonc2c1[N+](=O)[O-]	2.7%	-15
C/C(=N/NC(=O)c1cccnc1)C1=C(O)CC(C)(C)CC1=O	-4.3%	-5
O=C(c1c[nH]c2ccccc12)N1CCN(c2ccccc2)CC1	2.5%	-10
O=C(Oc1ccc([N+](=O)[O-])cc1)c1ccc(Cl)c(S(=O)(=O)N2CCCCC2)c1	-2.8%	2
O=c1oc(-c2ccccc2)nc2sc3c(c12)CCCC3	-0.9%	-5
CCCCCCCCN1[C@@H](CC(=O)O)c2cc(C(F)(F)F)ccc2S1(=O)=O	-4.2%	.
Cc1ccccc1N1C(=O)NC(=O)/C(=C\c2ccc3c(c2)CCCN3Cc2ccccc2)C1=O	6.2%	5
CCN(CC)S(=O)(=O)c1cccc2cc(C(=O)O)c(O)cc12	-1.2%	.
COc1ccc(C(=O)O)cc1S(=O)(=O)NC(C)C	-4.0%	.
COc1ccc(-c2noc(CCC(=O)N3CCN(c4cccc(C(F)(F)F)c4)CC3)n2)cc1	3.4%	-1

A section taken from the entries so far:
SMILES	GlmU inhibition	Mtb RmlCD inh
COc1ccc(Nc2nc3ccc(C)cc3cc2C#N)c(OC)c1	3.6%	46
O=C(O)c1ccccc1N=Cc1c(O)n(-c2nccs2)c(=O)c2ccccc12	2.1%	7
